PAFAH2 FP inh = PAFAH2 (human) inhibition | 0.99% of 340,000 active | inhibition, % at 3.39 µM | recombinant PAFAH2, FP-rhodamine activity probe, fluorescence polarization;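 active = inhibition above the mean over all tested compounds plus 3 SD, cut at about 30% in these data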;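 note: inhibitors block probe labeling of enzyme so polarization drops; 0% = enzyme with DMSO and 100% = wells lacking PAFAH2 protein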
LYPLA1 counter = LYPLA1 (human) inhibition in PME1 counter-screen; recombinant LYPLA1, FP-Rh probe fluorescence polarization; inhibition, % at 5.9 µM; 0.16% of 320,000 active; AID 2174;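 active = inhibition above the mean of all tested compounds plus 3 SD, set per campaign, cut at about 14% in these data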;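 note: inhibitors block serine hydrolase probe labeling of LYPLA1 so polarization falls; 0% = enzyme with DMSO and 100% = wells lacking LYPLA1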
Target sequence (O75608 whole entry, looked up): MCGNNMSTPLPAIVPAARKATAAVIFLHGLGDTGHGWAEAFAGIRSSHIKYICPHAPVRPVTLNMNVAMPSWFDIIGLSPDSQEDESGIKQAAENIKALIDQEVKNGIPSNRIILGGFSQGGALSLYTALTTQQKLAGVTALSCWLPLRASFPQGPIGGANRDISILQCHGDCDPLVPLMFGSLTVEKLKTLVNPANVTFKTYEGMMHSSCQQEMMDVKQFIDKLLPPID
PAFAH1B2 FP inh = PAFAH1B2 (human) inhibition; AID 492953; 1.2% of 340,000 active; inhibition, % at 3.39 µM; recombinant PAFAH1B2, FP-rhodamine activity probe, fluorescence polarization; P68402;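 active = inhibition above the mean of all tested compounds plus 3 SD, cut at about 24% in these data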;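 note: 0% = enzyme with DMSO and 100% = wells lacking PAFAH1B2; many of its hits are not listed in these tables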
Target sequence (P68402 whole entry, looked up): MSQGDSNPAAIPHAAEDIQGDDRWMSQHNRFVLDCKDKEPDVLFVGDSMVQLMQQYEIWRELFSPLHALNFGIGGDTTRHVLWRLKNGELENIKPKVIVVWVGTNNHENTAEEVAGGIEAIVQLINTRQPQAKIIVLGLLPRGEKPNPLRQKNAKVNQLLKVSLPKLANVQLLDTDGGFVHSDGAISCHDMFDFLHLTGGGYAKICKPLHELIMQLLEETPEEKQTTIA
LYPLA2 inh = blocks human lysophospholipase 2, a PME1 counter-screen; inhibition, % at 5.9 µM; O95372; 0.38% of 320,000 active; recombinant LYPLA2, FP-Rh probe fluorescence polarization;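 active = inhibition above the screen-wide mean plus 3 SD, limit set per campaign, cut at about 26% in these data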;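 note: 0% = LYPLA2 with DMSO and 100% = wells lacking LYPLA2 enzyme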
Target sequence (O95372 whole entry, looked up): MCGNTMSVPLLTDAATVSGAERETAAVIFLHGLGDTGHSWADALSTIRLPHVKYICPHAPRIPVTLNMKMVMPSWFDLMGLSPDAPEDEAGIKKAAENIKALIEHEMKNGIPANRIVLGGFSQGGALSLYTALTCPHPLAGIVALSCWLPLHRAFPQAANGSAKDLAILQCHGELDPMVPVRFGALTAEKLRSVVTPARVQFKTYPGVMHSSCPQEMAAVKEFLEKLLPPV
PAD4 FP inh = inhibitors of human PAD4 | recombinant PAD4, RCA probe fluorescence polarization | inhibition, % at 6.36 µM | 0.41% of 330,000 active | AID 485272;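 active = percent inhibition above a cutoff equal to the mean of all tested compounds plus 3 SD, cut at about 15% in these data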;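 note: 0% = PAD4 with RCA probe and DMSO and 100% = probe without PAD4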
GSTO1 counter = GSTO1 inhibition, counter-screen for RBBP9 inhibitors. recombinant GSTO1, activity-based probe fluorescence polarization. inhibition, % at 5.96 µM. AID 1974. P78417. 1.1% of 300,000 active;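 active = inhibition above the campaign mean inhibition plus 3 SD, cut at about 35% in these data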;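 note: 0% = GSTO1-1 with DMSO and 100% = wells lacking GSTO1-1 enzyme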
pPAFAH FP inh = pPAFAH (human) enzyme inhibition; recombinant pPAFAH, FP-rhodamine probe fluorescence polarization; AID 463082; inhibition, % at 3.39 µM; 1.5% of 330,000 active; Q13093;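 active = inhibition above the mean inhibition across the screen plus 3 SD, cut at about 25% in these data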;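 note: inhibitors block binding of the rhodamine activity-based probe so polarization drops; 0% = enzyme with DMSO and 100% = wells lacking pPAFAH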
PREPL inh = human PREPL enzyme inhibition | Q4J6C6 | recombinant PREPL, fluorescence polarization activity-based probe | inhibition, % at 5.96 µM | 0.68% of 320,000 active | AID 2751; in the data active = inhibition above about 43%;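 note: 0% = enzyme with DMSO and 100% = wells lacking enzyme; many of its hits are not listed in these tables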
PAFAH1B3 FP inh = PAFAH1B3 (human) inhibition. Q15102. recombinant PAFAH1B3, FP-rhodamine probe, fluorescence polarization. inhibition, % at 3.39 µM. 0.28% of 340,000 active. AID 492972;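 active = inhibition above the screen-wide average of all tested compounds plus 3 SD, cut at about 25% in these data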;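 note: 0% = enzyme with DMSO only and 100% = wells lacking PAFAH1B3 protein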
* marks the source's active call; other numbers are inactive results; / = no result given. Not all compounds are listed, so the mix of outcomes need not match the whole.

SMILES	PAFAH2 FP inh	LYPLA1 counter	PAFAH1B2 FP inh	LYPLA2 inh	PAD4 FP inh	GSTO1 counter	pPAFAH FP inh	PREPL inh	PAFAH1B3 FP inh
CCOC(=O)c1sc(NC(=O)CN2C(=O)NC3(CC(C)CC(C)(C)C3)C2=O)cc1C (centres undefined)	-6.8	-18.8	2.5	-26.1	-1.3	-0.3	-9.8	-1.0	3.2
O=C(CSc1nc2sc3c(c2c(=O)n1-c1ccccc1)CCCC3)N/N=C/c1ccccc1C(=O)O	-1.8	-3.5	-0.9	-1.9	1.1	-6.5	-1.9	12.8	-1.4
COc1ccc(S(=O)(=O)N2CCCC2CNC(=O)C(=O)Nc2ccc(C)cc2)cc1 (centres undefined)	7.4	-5.0	-3.2	0.5	-6.6	0.4	-0.6	1.5	-0.8
Cc1ccc(CCC(=O)Nc2ccc(N(C)C)cc2)o1	-4.0	-0.6	0.6	-1.0	-2.1	1.3	8.4	2.4	3.3
CCNC(=O)c1ccc(OCC(=O)Nc2ccc(F)cc2)c(OC)c1	5.0	2.1	0.8	3.6	5.4	6.7	5.4	8.2	1.6
Cc1cccc(NC(=S)N2CCCCC2)c1	-2.3	1.0	0.6	-0.9	-1.2	3.1	2.5	-2.4	9.6
CC(C)(CCl)C(=O)Nc1ccc(C(F)(F)F)cc1	4.1	2.8	-1.3	0.4	-1.5	-10.1	10.7	-11.7	4.0
Cc1noc(COc2ccccc2OCC(N)=O)c1Cl	6.3	2.6	4.7	4.0	-3.2	1.3	-1.4	12.3	6.9
COCCNC(=S)N(Cc1cccnc1)Cc1ccc(OC)c(OC)c1	3.5	2.2	2.9	-3.4	-1.2	2.1	-4.4	7.7	2.7
COCCCNC(=O)c1ccc(Cn2c(=O)[nH]c3ccccc3c2=O)cc1	2.7	1.3	4.5	-0.4	1.1	4.4	6.2	-1.4	6.3
CCN(CC)S(=O)(=O)N1CCC(C(=O)NCCC2=CCCCC2)CC1	4.6	1.2	4.8	6.0	2.1	2.1	3.0	2.5	3.4
Nc1ncc(Br)cc1S(=O)(=O)NC1CCCCC1	2.8	4.1	-0.4	8.0	-1.9	9.7	-3.0	4.1	6.5
CC(=O)c1ccc(OCc2cc(C(=O)N(C)C(C)c3ccon3)no2)cc1 (centres undefined)	5.8	-0.7	1.2	7.3	-1.0	-1.9	4.4	5.2	6.6
COc1cccc(/C=C2\C(=O)C(=O)c3ccccc32)c1	22.6	1.1	-1.5	3.5	-30.7	-13.4	4.3	13.8	6.0
Cn1c(=O)c2c(nc(CN3CCc4ccccc4C3)n2CC(=O)c2ccccc2)n(C)c1=O	0.8	-4.5	16.8	-6.9	-9.9	9.8	-3.2	-47.4	4.8

Entries above with four or more nitrogen atoms (2):
SMILES	PAFAH2 FP inh	LYPLA1 counter	PAFAH1B2 FP inh	LYPLA2 inh	PAD4 FP inh	GSTO1 counter	pPAFAH FP inh	PREPL inh	PAFAH1B3 FP inh
O=C(CSc1nc2sc3c(c2c(=O)n1-c1ccccc1)CCCC3)N/N=C/c1ccccc1C(=O)O	-1.8	-3.5	-0.9	-1.9	1.1	-6.5	-1.9	12.8	-1.4
Cn1c(=O)c2c(nc(CN3CCc4ccccc4C3)n2CC(=O)c2ccccc2)n(C)c1=O	0.8	-4.5	16.8	-6.9	-9.9	9.8	-3.2	-47.4	4.8

The listing continues.
SMILES	PAFAH2 FP inh	LYPLA1 counter	PAFAH1B2 FP inh	LYPLA2 inh	PAD4 FP inh	GSTO1 counter	pPAFAH FP inh	PREPL inh	PAFAH1B3 FP inh
CN1C(=O)N(CC(=O)N2CCN(S(=O)(=O)/C=C/c3ccccc3)CC2)C(=O)C12CCCCC2	2.8	-2.0	4.0	-1.0	3.0	/	1.5	9.4	0.5
CC(=O)Nc1ccc(S(=O)(=O)N2CCCC2C(=O)Nc2ccc3c(c2)OCCO3)cc1 (centres undefined)	-1.0	-3.9	2.5	-3.7	0.3	5.2	2.5	6.6	5.8
O=C(O)CC1S/C(=N/N=C/c2ccc([N+](=O)[O-])cc2)N(c2ccc(O)cc2)C1=O (centres undefined)	-0.3	-0.3	3.2	3.3	2.5	1.3	3.2	4.7	9.8
O=C(/C=C/c1ccc(S(=O)(=O)N2CCOCC2)cc1)OCC(=O)c1ccc([N+](=O)[O-])cc1	7.3	-2.7	-0.7	6.2	-0.4	-0.1	-0.7	14.2	5.3
COc1ccc(CC2(CO)CCN(C(C)COc3ccccc3)CC2)cc1 (centres undefined)	2.7	3.4	5.9	1.1	-3.7	0.9	2.5	11.9	11.9
CCCN1C(=O)c2cccc3c(N4CCCCC4)ccc(c23)C1=O	-8.9	0.5	-1.5	-2.9	-1.0	-0.8	-1.6	0.1	0.2
Cc1ccc(F)cc1NC(=O)CSCc1nc2sc(C)c(C)c2c(=O)[nH]1	0.5	-2.3	0.8	2.0	4.0	9.3	-4.2	10.3	-4.7
Cc1ccc(CN2CCN(Cc3ccc(OC(C)C)cc3)CC2CCO)o1 (centres undefined)	0.4	0.4	2.9	0.0	2.1	0.8	2.5	0.7	4.0
COc1cc2cc(C(=O)O)n(C)c2c(OC)c1OC	-1.8	-3.2	-1.2	1.3	-0.9	-3.9	-0.6	13.6	2.6
CC1(c2ccccc2)NC(=O)N(CC(=O)NCC2CCCO2)C1=O (centres undefined)	4.8	-0.8	-1.2	-1.7	-2.9	/	4.9	0.4	11.2
O=C(CN1CCN(c2ccccn2)CC1)Nc1ccc(Br)cc1	1.9	-3.0	7.9	0.2	-2.8	0.5	3.5	8.1	1.6
O=C(CC1(CC2=NS(=O)(=O)c3ccccc3N2)CCCC1)NCCc1ccccc1	-0.7	1.8	4.8	6.3	-2.1	-1.4	-4.5	10.9	-1.7

A section from further up, for reference:
SMILES	PAFAH2 FP inh	LYPLA1 counter	PAFAH1B2 FP inh	LYPLA2 inh	PAD4 FP inh	GSTO1 counter	pPAFAH FP inh	PREPL inh	PAFAH1B3 FP inh
Cn1c(=O)c2c(nc(CN3CCc4ccccc4C3)n2CC(=O)c2ccccc2)n(C)c1=O	0.8	-4.5	16.8	-6.9	-9.9	9.8	-3.2	-47.4	4.8
CN1C(=O)N(CC(=O)N2CCN(S(=O)(=O)/C=C/c3ccccc3)CC2)C(=O)C12CCCCC2	2.8	-2.0	4.0	-1.0	3.0	/	1.5	9.4	0.5
CC(=O)Nc1ccc(S(=O)(=O)N2CCCC2C(=O)Nc2ccc3c(c2)OCCO3)cc1 (centres undefined)	-1.0	-3.9	2.5	-3.7	0.3	5.2	2.5	6.6	5.8
O=C(O)CC1S/C(=N/N=C/c2ccc([N+](=O)[O-])cc2)N(c2ccc(O)cc2)C1=O (centres undefined)	-0.3	-0.3	3.2	3.3	2.5	1.3	3.2	4.7	9.8
O=C(/C=C/c1ccc(S(=O)(=O)N2CCOCC2)cc1)OCC(=O)c1ccc([N+](=O)[O-])cc1	7.3	-2.7	-0.7	6.2	-0.4	-0.1	-0.7	14.2	5.3
COc1ccc(CC2(CO)CCN(C(C)COc3ccccc3)CC2)cc1 (centres undefined)	2.7	3.4	5.9	1.1	-3.7	0.9	2.5	11.9	11.9
CCCN1C(=O)c2cccc3c(N4CCCCC4)ccc(c23)C1=O	-8.9	0.5	-1.5	-2.9	-1.0	-0.8	-1.6	0.1	0.2
Cc1ccc(F)cc1NC(=O)CSCc1nc2sc(C)c(C)c2c(=O)[nH]1	0.5	-2.3	0.8	2.0	4.0	9.3	-4.2	10.3	-4.7
Cc1ccc(CN2CCN(Cc3ccc(OC(C)C)cc3)CC2CCO)o1 (centres undefined)	0.4	0.4	2.9	0.0	2.1	0.8	2.5	0.7	4.0
COc1cc2cc(C(=O)O)n(C)c2c(OC)c1OC	-1.8	-3.2	-1.2	1.3	-0.9	-3.9	-0.6	13.6	2.6
CC1(c2ccccc2)NC(=O)N(CC(=O)NCC2CCCO2)C1=O (centres undefined)	4.8	-0.8	-1.2	-1.7	-2.9	/	4.9	0.4	11.2
